Compound activity deposited in PubChem BioAssay by several laboratories.
thrombin 1536 = human alpha-thrombin inhibitors, primary screen, counter-screen for coagulation protease inhibitor project, biochemical, 1536-well, fluorogenic AMC substrate; AID 1046, 2008; inhibition, % at 5 µM; Boc-VPR-AMC fluorogenic substrate cleavage; Prothrombin (Homo sapiens), P00734; 220,000 compounds, 0.26% hits;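 active means inhibition at or above 40%; inactive means inhibition below 40%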;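 further: 0% = enzyme with no compound and 100% = wells without enzyme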
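System – human alpha-thrombin protein · Reagent – Boc-VPR-AMC substrate, 15 µM final · Compound – 5 µM single dose in 0.2% DMSO · Schedule – reaction at room temperature · Technique – AMC fluorescence at 355 nm excitation and 460 nm emission · Read-out basis – % inhibition relative to enzyme controls and enzyme-free blanks · Control set – no-compound enzyme wells and no-enzyme blanks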
EBV gp42 inh = Epstein-Barr virus gp42 inhibitors, primary screen, biochemical, uHTS, fluorescence polarization; Fluorescence polarization binding assay, mP read-out; inhibition, % (tested at 21.74 µM); 220,000 compounds, 0.42% hits; in the data active means inhibition above about 50%
Tb hexokinase = Trypanosoma brucei hexokinase 1 inhibitors, primary screen, biochemical, G6PDH-coupled NADH absorbance, MLSCN library; hexokinase 1 [Trypanosoma brucei]; recombinant TbHK1, G6PDH-coupled NADH A340; inhibition, % at 10 µM; 220,000 compounds, 0.11% hits; AID 1430, 2008;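 active means inhibition of 50% or more in the single-dose primary screen; inactive means inhibition below 50%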
TRPML3 ag = human TRPML3 channel agonists, primary screen, cell-based, HEK293 TRPML3-YFP, Fluo-8 calcium fluorescence, 3 µM; 100% = the carbachol control signal; activation, % at 3 µM; 220,000 compounds, 0.29% hits;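 active means activation above its plate's cutoff, the mean activation of the plate's test wells plus 3 SD, cut at about 12% in these data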;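 further: 0% = DMSO only wells and 100% = carbachol wells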
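Material: TRPML3-YFP stable HEK293 cells | Dosing: One concentration, 3 µM nominal, 0.3% DMSO | Timing: 125 s total fluorescence read per well | Technique: Fluo-8 calcium dye fluorescence, ex 470-495, em 515-575 nm | Measure: Percent activation from peak-to-basal fluorescence ratio, scaled between DMSO and carbachol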
PPC-1+TRAIL kill = compounds killing PPC-1 cancer cells with TRAIL present, primary screen, TRAIL potentiator project, ATPLite luminescence, uHTS; cell killing (% activity), % at 4 µM; 220,000 compounds, 0.41% hits; PPC-1 cells + TRAIL, ATPLite viability luminescence;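 active means cell killing above 50% in the first pass at 4 µM, then a duplicate retest at 5 µM averaging 50% or more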;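 further: plate controls were cells with TRAIL plus DMSO for no effect and medium-only wells lacking cells for full effect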
Calpain2 inh = inhibitors of pig calpain II, primary screen, biochemical, fluorogenic peptide substrate, 1536-well | 220,000 compounds, 0.37% hits | AID 1236, 2008 | purified calpain II, 30 min | inhibition, % at 16 µM;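 active means inhibition above about 50%, limit read from the data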
TRPN1 ag = zebrafish TRPN1 channel agonists, primary screen, cell-based, HEK293, calcium fluorescence; HEK293 zebrafish TRPN1-YFP, Fluo-8 calcium fluorescence; 100% = response to 87 µM carbachol; activation, % at 3 µM; 220,000 compounds, 0.18% hits;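 active means activation above its plate's cutoff, the mean activation of test wells on that plate plus 3 SD, cut at about 19% in these data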;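 further: 0% = DMSO alone and 100% = 87 µM carbachol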
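System: zebrafish TRPN1-YFP in HEK293 cells / Dosing: 3 µM single point / Timing: dye loading 1 h at 37 °C, then 30 min room temperature / Signal: Fluo-8 calcium fluorescence, excitation 470-495 nm, emission 515-575 nm / Read-out basis: percent activation from peak over basal fluorescence ratio, control-normalized / Control set: high carbachol 87 µM, low DMSO alone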
Cl transport mod = KCC2 cotransporter modulators, thallium flux, primary screen, cell-based, HEK293 KCC2, FluoZin-2 fluorescence, MLSMR; 190,000 compounds, 2.2% hits; Solute carrier family 12 member 5 (Homo sapiens), Q9H2X9; KCC2 cells, thallium flux FluoZin-2 fluorescence; AID 1456, 2008; B-score of Tl+ flux slope (higher = more flux/activation; lower = inhibition) at 10 µM;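 active means thallium flux slope and its plate-corrected score both differing from the plate sample mean at a set confidence after two filtering rounds, in either direction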;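 further: slope of fluorescence scaled to starting intensity during 10 to 20 s after thallium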
Target sequence (Q9H2X9 whole entry, looked up): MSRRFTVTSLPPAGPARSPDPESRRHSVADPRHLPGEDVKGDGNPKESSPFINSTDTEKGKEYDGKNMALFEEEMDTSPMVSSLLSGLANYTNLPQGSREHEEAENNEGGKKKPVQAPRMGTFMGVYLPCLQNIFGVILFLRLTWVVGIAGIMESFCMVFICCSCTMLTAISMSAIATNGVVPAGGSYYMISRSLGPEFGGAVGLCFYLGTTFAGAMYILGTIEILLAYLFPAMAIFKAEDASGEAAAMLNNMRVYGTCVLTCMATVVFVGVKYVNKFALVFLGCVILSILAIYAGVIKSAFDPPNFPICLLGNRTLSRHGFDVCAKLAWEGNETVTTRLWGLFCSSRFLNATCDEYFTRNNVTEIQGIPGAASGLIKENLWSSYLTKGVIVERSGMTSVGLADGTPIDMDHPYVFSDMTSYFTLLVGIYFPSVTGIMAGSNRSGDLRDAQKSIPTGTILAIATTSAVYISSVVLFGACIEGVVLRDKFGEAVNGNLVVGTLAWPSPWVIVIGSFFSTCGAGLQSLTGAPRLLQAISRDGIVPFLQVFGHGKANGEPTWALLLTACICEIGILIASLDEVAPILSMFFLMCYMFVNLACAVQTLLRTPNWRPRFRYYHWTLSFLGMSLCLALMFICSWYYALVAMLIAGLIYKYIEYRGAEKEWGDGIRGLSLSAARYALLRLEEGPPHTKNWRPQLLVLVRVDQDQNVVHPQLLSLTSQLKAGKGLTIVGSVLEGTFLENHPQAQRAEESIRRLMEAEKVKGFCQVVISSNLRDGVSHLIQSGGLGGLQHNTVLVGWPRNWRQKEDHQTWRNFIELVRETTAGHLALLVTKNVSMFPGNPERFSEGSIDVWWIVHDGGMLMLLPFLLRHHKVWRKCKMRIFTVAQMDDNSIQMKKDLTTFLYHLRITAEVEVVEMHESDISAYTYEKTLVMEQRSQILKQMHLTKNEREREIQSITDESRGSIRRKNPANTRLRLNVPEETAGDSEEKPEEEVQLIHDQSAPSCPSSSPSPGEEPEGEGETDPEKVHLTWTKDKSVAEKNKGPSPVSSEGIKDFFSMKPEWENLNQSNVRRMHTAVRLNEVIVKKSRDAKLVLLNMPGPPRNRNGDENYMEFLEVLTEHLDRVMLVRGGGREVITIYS
Furin inhibitor = human furin inhibitors, primary screen, biochemical, fluorescence intensity | 220,000 compounds, 0.061% hits | purified furin, fluorogenic substrate cleavage | P09958 | inhibition, % at 30 µM; in the data active means inhibition above about 25%; further: inactives centre near -15
Numbers without * were called inactive; i = inactive; nt = not tested or not shown; [ ] = remark or other dose.

Screens by letter: A = thrombin 1536; B = EBV gp42 inh; C = Tb hexokinase; D = TRPML3 ag; E = PPC-1+TRAIL kill; F = Calpain2 inh; G = TRPN1 ag; H = Cl transport mod; I = Furin inhibitor
CCCCn1c(SC(C)C(=O)c2ccc(OC)cc2)nc2cc(S(N)(=O)=O)ccc21 (stereo not drawn)
  A: 5	B: -15	C: -4	D: -0.6	E: 23	F: 32	G: -0.8	H: -0.88	I: -11[20 µM]
Cc1nc2scc(-c3ccc(C(C)(C)C)cc3)c2c(=O)n1N
  A: -8	B: -5	C: -1	D: 0.6	E: 8	F: 42	G: 0.2	H: -0.22	I: -27
O=C(CN1C(=O)NC2(CCCC2)C1=O)N1CCN(S(=O)(=O)c2ccc(Cl)cc2)CC1
  A: -7	B: -10	C: -4	D: 0.7	E: 2	F: -10	G: 0.0	H: 0.63	I: -19
CCOCCCn1c(=NC(=O)c2cccs2)c(C#N)cc2c(=O)n3cccc(C)c3nc21
  A: -23	B: 54*	C: 6	D: 1.2	E: -6	F: -253	G: 3.8	H: 0.68	I: -13
Cc1cc(=O)[nH]c(N/N=C/c2ccc(Br)s2)n1
  A: -8	B: -4	C: -27	D: 0.4	E: 26	F: 13	G: 0.3	H: 0.44	I: -2
COc1ccc2c(c1)c(C(=O)N/N=C/c1cccc(Br)c1)c(C)n2C
  A: -1	B: -3	C: -47	D: 1.0	E: 20	F: -54	G: 3.7	H: 0	I: -13
CCO[C@H]1OC(C(=O)N2CCN(Cc3ccccc3)CC2)=C[C@@H](c2coc3ccccc3c2=O)[C@@H]1CCCO
  A: -4	B: -15	C: -11	D: 0.8	E: -14	F: 6	G: 1.2	H: -1.6	I: -30
N#Cc1nc(Cc2ccccc2)oc1N1CCN(c2cccc(Cl)c2)CC1
  A: 0	B: -1	C: 9	D: 1.3	E: -2	F: 35	G: 1.8	H: nt	I: -12
COC(=O)C1C(O)=C(C=NCC(C)N=CC2=C(O)C(C(=O)OC)C(C)(C)CC2=O)C(=O)CC1(C)C (stereo not drawn)
  A: 1	B: -5	C: 0	D: 0.3	E: -3	F: -24	G: 1.3	H: nt	I: -21
COc1cc2c3nnc(-c4ccccc4)c-3cn(Cc3ccc(F)cc3)c2cc1OC
  A: -8	B: 3	C: -4	D: 0.6	E: 10	F: i	G: 0.1	H: -1.1	I: -37
O=C(COC(=O)CCCSc1nc2ccccc2[nH]1)Nc1ccc(Oc2ccccc2)cc1
  A: -5	B: -7	C: 10	D: 0.3	E: 2	F: 51*	G: -0.5	H: -0.91	I: -9
Cc1ccc(Cn2c(Cc3ccccc3)nc3ccccc32)cc1
  A: -5	B: 6	C: -1	D: -0.7	E: -3	F: 12	G: -0.1	H: nt	I: -23[20 µM]
O=C(/C=C/c1ccccc1)N1CCC(c2ccccc2)C1 (stereo not drawn)
  A: -4	B: 1	C: 1	D: -0.3	E: 20	F: 21	G: -2.5	H: -2.3	I: -5
Cn1ccnc1SCC(=O)Nc1nc2ccccc2s1
  A: -4	B: -14	C: -10	D: -0.1	E: 21	F: 23	G: 0.4	H: 0.081	I: -6
O=C(NC(=S)NC(=O)c1ccccc1F)c1ccccc1F
  A: -9	B: -10	C: -1	D: 0.8	E: 20	F: 0	G: -0.5	H: 2.7	I: -17
COc1cc2cc(CN(CCc3cccc(C)c3)C(=S)NCCCN3CCOCC3)c(=O)[nH]c2cc1OC
  A: -7	B: -8	C: -28	D: 0.9	E: 4	F: -183	G: 0.0	H: 0.54	I: -31
O=C(NN1CCOCC1)c1cc(-c2ccc(Br)cc2)nc2ccccc12
  A: -4	B: -1	C: 30	D: -0.6	E: 13	F: -4	G: -2.1	H: 0.021	I: 3
CCOC(=O)c1sc(NC(=O)COC(=O)c2ccco2)nc1C
  A: 5	B: -12	C: 27	D: 0.9	E: 11	F: -13	G: 2.2	H: nt	I: -3
CCn1nnc(NC(=O)c2ccc(C(C)(C)C)cc2)n1
  A: 3	B: -8	C: -1	D: 0.4	E: 57*[5 µM]	F: 19	G: 2.8	H: 0.37	I: -17
COc1ccccc1N1C(=O)C2C(c3ccc(F)cc3)NN(C(=O)c3ccc(C)cc3)C2C1=O (stereo not drawn)
  A: -5	B: -3	C: -3	D: -0.9	E: 21	F: 4	G: -0.4	H: -0.25	I: -17
O=C(O)c1ccc(NS(=O)(=O)c2ccc3c(c2)C(=O)c2ccccc2C3=O)cc1
  A: -8	B: 5	C: -9	D: 1.2	E: 1	F: -12	G: -0.7	H: 1.2	I: -25
O=C1CCN(Cc2nnnn2CC2CCCO2)c2ccccc2N1 (stereo not drawn)
  A: -3	B: 6	C: 28	D: 0.4	E: 8	F: 3	G: 1.1	H: -0.15	I: -12
O=c1[nH]c(=O)c2ncc(-c3ccc(Cl)cc3)nc2[nH]1
  A: -12	B: -18	C: -4	D: 0.9	E: 1	F: -85	G: 0.3	H: -0.78	I: -29
Cc1cc(C)nc(SCc2nnc(SCC(=O)NCc3ccco3)n2-c2ccccc2)n1
  A: -7	B: -8	C: -1	D: 0.1	E: -8	F: -95	G: -1.7	H: -0.79	I: -25
c1ccc(-c2ccccc2OCCCN2CCCCCC2)cc1
  A: -6	B: -11	C: 5	D: 1.4	E: 26	F: -17	G: -1.3	H: 1.8	I: -32

By substructure, the entries above with a cyano group
Screens by letter: A = thrombin 1536; B = EBV gp42 inh; C = Tb hexokinase; D = TRPML3 ag; E = PPC-1+TRAIL kill; F = Calpain2 inh; G = TRPN1 ag; H = Cl transport mod; I = Furin inhibitor
CCOCCCn1c(=NC(=O)c2cccs2)c(C#N)cc2c(=O)n3cccc(C)c3nc21
  A: -23	B: 54*	C: 6	D: 1.2	E: -6	F: -253	G: 3.8	H: 0.68	I: -13
N#Cc1nc(Cc2ccccc2)oc1N1CCN(c2cccc(Cl)c2)CC1
  A: 0	B: -1	C: 9	D: 1.3	E: -2	F: 35	G: 1.8	H: nt	I: -12

New compounds follow
Screens by letter: A = thrombin 1536; B = EBV gp42 inh; C = Tb hexokinase; D = TRPML3 ag; E = PPC-1+TRAIL kill; F = Calpain2 inh; G = TRPN1 ag; H = Cl transport mod; I = Furin inhibitor
O=C(Nc1cccc(-c2cn3cccnc3n2)c1)c1ccc(Br)o1
  A: -8	B: -8	C: 19	D: 0.7	E: 18	F: i	G: 1.2	H: -0.043	I: -21
CC(NC(=O)COC(=O)c1ccc2c(c1)OCO2)c1ccccc1 (stereo not drawn)
  A: -10	B: -5	C: -2	D: -0.1	E: -2	F: -10	G: 1.0	H: -0.29	I: -21
Cc1cc(Oc2ccc(C)c(Cl)c2)nc(SCC(=O)c2ccccc2)n1
  A: -6	B: -14	C: -1	D: 1.0	E: 11	F: 25	G: -0.8	H: 0.45	I: -6
CCCn1c(N)c(C(=O)CSc2nnnn2-c2ccc(O)cc2)c(=O)n(C)c1=O
  A: -5	B: 7	C: 0	D: 0.1	E: 30	F: -10	G: 0.1	H: -1.5	I: -5[20 µM]
COC(=O)CC1C(=O)NCCN1C(=S)Nc1ccc(F)cc1 (stereo not drawn)
  A: -3	B: -11	C: -7	D: 1.0	E: -4	F: -9	G: 2.0	H: -0.69	I: -27
CS/C(=N\N(C)C(N)=O)c1ccccc1
  A: -2	B: -1	C: 40	D: 0.8	E: 15	F: 11	G: 0.6	H: 2	I: -10
CCCNC(=O)Cn1nc(C(F)(F)F)cc1C
  A: -1	B: -11	C: -1	D: -0.6	E: nt	F: -26	G: 0.4	H: 0.52	I: -27
CCOc1ccc2nc(NC(=O)CSc3nc4ccccc4c(=O)n3Cc3ccco3)sc2c1
  A: -5	B: -7	C: -10	D: 1.1	E: -11	F: -84	G: 2.1	H: nt	I: -18
CCn1c(N2CCN(CC(=O)c3c(C)n(C)c4ccc(OC)cc34)CC2)nc2c1c(=O)[nH]c(=O)n2C
  A: 5	B: -3	C: -13	D: 0.7	E: 10	F: 8	G: 2.8	H: -1.8	I: -18
Cc1ccc(S(=O)(=O)N(C)Cc2ccc(C(=O)NN=C(CC(C)C)CC(C)C)cc2)cc1
  A: -6	B: -4	C: -2	D: 1.2	E: 9	F: 9	G: -0.7	H: 0.76	I: -10
O=C(Nc1sc2c(c1C(=O)NC1CC1)CCCCCC2)c1ccco1
  A: -4	B: -12	C: -6	D: 0.4	E: 4	F: -109	G: -0.1	H: -0.14	I: -15[20 µM]
Cc1nc(NNC(=O)c2ccc([N+](=O)[O-])cc2)cc(-c2ccccc2)n1
  A: -6	B: 10	C: -13	D: 0.6	E: -6	F: 9	G: -0.5	H: -0.0085	I: -13[20 µM]
COc1ccc(OC)c(-c2cc(C3CCN(c4cc(Cl)nc(N)n4)CC3)[nH]n2)c1
  A: -6	B: 11	C: -4	D: 1.7	E: 8	F: 5	G: 2.5	H: -1.6	I: -16[20 µM]
CC(C)c1cc(-c2cc(-c3ccccc3)on2)nc(NC2CCCC2)n1
  A: 6	B: -22	C: -8	D: nt	E: 0	F: 27	G: nt	H: -0.33	I: -5
O=C(Nc1ccc2c(c1)CCC2)Nc1ccc2c(c1)OCO2
  A: -3	B: 3	C: -7	D: 0.1	E: 15	F: -42	G: 0.1	H: 1.6	I: -35
Cc1nc2ccccn2c1C(=O)NN
  A: 6	B: -12	C: -3	D: 0.1	E: -5	F: -8	G: 0.5	H: -0.03	I: -17
COc1ccccc1-c1cc(C(F)(F)F)nc(S(=O)(=O)CCCC(=O)Nc2cccnc2Cl)n1
  A: -9	B: -4	C: -6	D: -1.2	E: -5	F: -104	G: -2.8	H: nt	I: -22
CCn1c(SCC(=O)NCc2ccccc2)nnc1-c1ccccc1O
  A: 4	B: -30	C: 6	D: 0.5	E: 14	F: 0	G: 0.2	H: 0.64	I: -23[20 µM]
COc1ccc(C2NC(=O)N(C)C3=C2C(=O)CC(C)(C)C3)cc1OC (stereo not drawn)
  A: -10	B: -2	C: -2	D: 1.1	E: -3	F: 7	G: 1.2	H: -0.33	I: 1
COc1ccc(N(C(=O)Cn2nnc3ccccc32)C2(C(=O)NC3CCCC3)CCCCC2)cc1
  A: -3	B: 3	C: 3	D: -0.8	E: 8	F: 15	G: 1.0	H: -0.0076	I: -3[20 µM]
Cc1cccc(S(=O)(=O)NNC(=O)c2sc(C)nc2C)c1
  A: -9	B: 4	C: 6	D: 0.8	E: 13	F: 1	G: 0.0	H: 1.5	I: -9
CC(Oc1cccc(F)c1)c1ccnc2nc(/N=C/N(C)C)nn12 (stereo not drawn)
  A: 0	B: 7	C: -13	D: 0.2	E: 24	F: -229	G: -0.8	H: 0.28	I: -23
COC(=O)c1cc(NC(=O)CN2C(=O)CSC2=O)ccc1Cl
  A: 1	B: -7	C: 1	D: 0.1	E: 23	F: 15	G: 0.1	H: -0.16	I: -21
Cn1cccc1/C=C1\SC(=O)N(CC(=O)Nc2ccc(Cl)cc2)C1=O
  A: 4	B: -117	C: 1	D: 0.6	E: 4	F: 10	G: 0.2	H: nt	I: -15[20 µM]
